SKN-1 inh: blocks SKN-1 activity in C. elegans | C. elegans VP596 Pgst-4::GFP/RFP ratio, acrylamide-induced, 24 h | inhibition, % at 21.8 µM | AID 624304 | 360,000 tested, 0.49% active;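 active means interference check ratio from 0.5 to 1.5 plus GFP to RFP signal ratio inhibition reaching or exceeding a fixed threshold, cut at about 30% in these data, passing the limit was not always enough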; further: some compounds called inactive have numbers as strong as hits
FAS TE block: inhibitors of human fatty acid synthase thioesterase domain; P49327; recombinant FAS-TE, OMFH fluorogenic substrate, fluorescence endpoint; inhibition, % at 15 µM; 360,000 tested, 0.67% active; AID 602261;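 active means compounds whose normalised, plate-corrected inhibition of enzyme fluorescence in the single-dose primary screen is 50% or more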;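 further: 0% = DMSO with enzyme and 100% = substrate without enzyme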
Tb MetRS inh: Trypanosoma brucei MetRS inhibition | 360,000 tested, 0.4% active | purified T. brucei MetRS, ATP depletion, Kinase-Glo luminescence | inhibition, % at 11.9 µM;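 active means inhibition above a per-plate cutoff of the control wells' mean inhibition plus 3 SD, cut at about 5.5% in these data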;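 further: 0% = DMSO wells median and 100% = median of wells with control inhibitor compound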
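technique = Kinase-Glo luminescence, ATP depletion format | system = purified MetRS (methionyl-tRNA synthetase) enzyme from Trypanosoma brucei | timing = 15 min preincubation, 2 h reaction, all 25 °C | evaluation = percent inhibition versus plate control medians | dosing = single dose, 11.9 µM final nominal, 0.9% final DMSO | also added = substrates ATP, L-methionine and bulk Escherichia coli tRNA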
CendR NRP1 mod: NRP-1/CendR interaction modulation | FAM-RPARPAR peptide binding to NRP-1, fluorescence polarization | inhibition, % at 25 µM | AID 602438 | 360,000 tested, 0.85% active;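 active means inhibition or corrected inhibition above about 18%, plus a signal ratio from 0.5 to 1.5, limit read from the data, passing the limit was not always enough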; further: strong numbers were not always called active
Target sequence (O14786 whole entry, looked up): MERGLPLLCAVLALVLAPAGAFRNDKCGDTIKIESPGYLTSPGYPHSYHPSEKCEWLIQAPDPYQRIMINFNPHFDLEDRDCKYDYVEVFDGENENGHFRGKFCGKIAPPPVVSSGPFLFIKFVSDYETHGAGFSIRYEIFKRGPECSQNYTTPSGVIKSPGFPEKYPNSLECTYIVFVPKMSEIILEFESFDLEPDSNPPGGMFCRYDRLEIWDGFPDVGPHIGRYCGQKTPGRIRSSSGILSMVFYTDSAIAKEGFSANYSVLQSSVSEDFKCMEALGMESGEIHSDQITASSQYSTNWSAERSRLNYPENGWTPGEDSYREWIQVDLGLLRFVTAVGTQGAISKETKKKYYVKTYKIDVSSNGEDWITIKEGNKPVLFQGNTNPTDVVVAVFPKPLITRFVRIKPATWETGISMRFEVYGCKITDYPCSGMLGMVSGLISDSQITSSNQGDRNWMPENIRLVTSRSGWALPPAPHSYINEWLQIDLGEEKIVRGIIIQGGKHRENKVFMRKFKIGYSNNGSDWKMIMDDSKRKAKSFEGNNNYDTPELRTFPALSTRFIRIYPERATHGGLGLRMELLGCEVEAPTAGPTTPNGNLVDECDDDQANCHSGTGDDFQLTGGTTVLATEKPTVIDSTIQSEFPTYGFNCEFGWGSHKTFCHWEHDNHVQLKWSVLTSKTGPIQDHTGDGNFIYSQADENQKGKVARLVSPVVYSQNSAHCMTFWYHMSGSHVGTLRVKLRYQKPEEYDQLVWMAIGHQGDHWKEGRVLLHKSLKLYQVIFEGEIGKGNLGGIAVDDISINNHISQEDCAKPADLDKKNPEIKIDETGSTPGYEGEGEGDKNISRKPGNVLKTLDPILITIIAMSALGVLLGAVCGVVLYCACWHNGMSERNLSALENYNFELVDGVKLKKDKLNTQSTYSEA
MT1-MMP act inh: blocks activation of human MT1-MMP; P50281; HT1080 RFP-PRO-GFP cells, GFP/RFP ratio fluorescence, overnight; percent of plate control window, DMSO zero; GFP/RFP ratio change, % at 20 µM; 360,000 tested, 0.061% active;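 active means GFP/RFP ratio change of at least 30% with cell ATP level not reduced by more than half and red fluorescence within 50% of control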; further: strong numbers were not always called active
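Test system: HT1080 RFP-PRO-GFP cells; Benchmarks: DMSO and RFP-L50D-GFP cell wells; Timing: cells overnight before dosing, compound overnight, 37 °C, 5% CO2; Compound: one 20 µM compound dose with 1% DMSO; Read-out: GFP/RFP fluorescence ratio.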
MsrA inh: inhibits bovine methionine sulfoxide reductase A. purified bovine MsrA, absorbance read-out. inhibition, % at 15.5 µM. 360,000 tested, 0.75% active. AID 651718; in the data active means inhibition above about 4.5%;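 further: 0% = vehicle wells with enzyme and 100% = reference inhibitor wells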
MsrA act: bovine methionine sulfoxide reductase A activation. AID 602163. activation, % at 10.6 µM. 360,000 tested, 0.3% active. purified bovine MsrA, absorbance read-out; in the data active means activation above about 7.5%;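 further: 0% = vehicle and 100% = reference activator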
MLLE-PAM2 inh: blocks PAM2 peptide binding to the PABP1 MLLE domain. P11940. GST-MLLE / FITC-PAM2 fluorescence polarization. inhibition, % at 20 µM. 360,000 tested, 0.36% active; in the data active means inhibition above about 35%, passing the limit was not always enough;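 further: plate controls were DMSO wells with GST-MLLE for no effect and wells lacking GST-MLLE protein for full effect; some results filed as inactive read as strong as hits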
E coli Lon inh: inhibits E. coli Lon protease | P0A9M0 | purified E. coli Lon protease, fluorescence polarization | inhibition, % at 7.94 µM | 360,000 tested, 0.42% active; in the data active means inhibition above about 13%, passing the limit was not always enough;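 further: 0% = enzyme with probe and DMSO and 100% = no enzyme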
The depositor's hits bear a star; nt = not tested or not shown.

structure	SKN-1 inh	FAS TE block	Tb MetRS inh	CendR NRP1 mod	MT1-MMP act inh	MsrA inh	MsrA act	MLLE-PAM2 inh	E coli Lon inh
Cc1ccccc1NC(=O)CSc1nnc(Cc2ccccc2)o1	-19	-3	-0.7	1	3	-0.5	-9	-2	-12
O=C(Cn1c(=O)n(CC2CCCO2)c(=O)c2ccccc21)c1ccc(Cl)c(Cl)c1 (stereo not given)	-12	12	-0.9	14	14	-0.7	-7	-9	1
COc1cc(NC(=O)C2CCCCC2)c2ncccc2c1	3	12	0.2	10	1	0.7	-1	-10	12
COc1ccc(SCc2noc(C(=O)NCC3CCCO3)c2C(=O)O)cc1 (stereo not given)	-4	-7	-0.3	14	-2	1.4	-5	-7	2
O=C1CCc2cc(S(=O)(=O)Nc3ccccc3)cc3c2N1CCC3	8	-29	-0.5	1	2	-1.4	-6	9	4
CCOC(=O)Nc1cc(NC(=O)OCC)c(C)nc1C	9	-2	0.1	10	1	0.9	-2	3	3
CCOC(=O)c1sc2nc(C)nc(NCCc3ccc(S(N)(=O)=O)cc3)c2c1C	-4	-8	-0.1	13	-1	-0.3	3	18	-13
Cc1cc(C)c(C(CC(=O)c2cccs2)C(C#N)C#N)c(C)c1 (stereo not given)	-1	34	-0.5	-10	-8	1.1	-4	13	-28
N#CCCCn1c(=O)oc2ccccc21	-6	-9	-0.4	-10	-5	0.1	-5	-5	-2
CN(CC(=O)Nc1ccccc1Cl)CC(=O)N1CCc2ccccc21	2	8	-0.1	1	-3	-0.1	-1	-5	0
CCCN(C(=O)c1c(-c2ccccc2)noc1C)c1c(N)n(Cc2ccccc2)c(=O)[nH]c1=O	-12	-6	-0.7	9	0	-1.1	-11	3	-2
O=C(NC(=O)N1CCN(c2cccc(Cl)c2)CC1)c1ccccc1	5	-6	-0.5	16	4	-0.8	-4	2	-5
O=C(NCCc1ccc(Cl)cc1)c1ccc(CS(=O)Cc2ccc(Cl)cc2)o1 (stereo not given)	9	10	-0.2	0	2	-0.7	-1	-1	0
CC(C)N1CCN(C(=O)C2CCC(=O)N(CCc3cccc(F)c3)C2)CC1 (stereo not given)	-16	-2	-0.2	10	1	-0.2	-3	-2	-6
CN(CC(=O)N1CCCCC1)S(=O)(=O)c1cccc2nsnc12	-5	1	-0.3	8	2	0.4	-12	5	-3
COc1ccc(S(=O)(=O)N2CCCC(C(=O)NCc3ccco3)C2)cc1OC (stereo not given)	-1	-2	0.0	-4	-4	1.8	-2	16	-6
CCOC(=O)C1CCN(C(=O)Cn2cc(C(=O)C3CC3)c3ccccc32)CC1	8	-5	0.1	1	2	0.8	-1	5	-10
Cc1ccc(-n2ncc(-c3nn[nH]n3)c2N)cc1	8	-7	-0.3	-8	4	0.3	-7	-3	3
COc1cc(NC(=O)CCl)ccc(=O)c1	-7	-7	-0.2	7	4	2.9	-9	29	-9
CSc1nnc(NC(=O)c2ccco2)s1	9	-5	-0.8	10	-1	1.2	-1	-16	0
COC(=O)[C@@H](NC(=O)/C=C/c1ccc(OC)cc1)C(C)C	5	-6	0.2	-6	1	-0.4	-4	11	-11
COc1ccc(C(C)C)cc1S(=O)(=O)NCc1ccccn1	-27	-2	0.0	-13	1	-0.1	-1	-6	-3
CCc1nnc(NC(=O)CSc2nnc(CCc3nc4ccccc4[nH]3)n2C)s1	3	0	0.1	19*	3	-0.7	2	-9	5
Cc1ccc(Nc2nc(N)nc(CN3CCN(Cc4ccccc4)CC3)n2)cc1Cl	2	36	-1.1	0	-3	1.1	-6	10	7
O=c1[nH]c(-c2ccc(Cl)cc2)cs1	-5	-3	-1.5	1	2	1.1	-6	18	-5
CCOc1ccc(NC(=O)Nc2cc(C)ccc2F)cc1	11	-3	-0.4	-4	-1	0.2	-7	0	2
CCCCC(=O)NCc1ccc(F)cc1	5	-14	-1.1	-8	-1	-0.3	-7	18	-9
COc1ccccc1Nc1nc(N)nc(CSc2ncccn2)n1	23	-10	0.0	-2	3	-0.9	0	4	-7
COc1ccc2oc(-c3ccccc3)c(C(=O)N(C)C)c2c1	4	0	-0.9	1	-4	0.1	-2	9	-9
O=C(Cn1nc(-c2ccccc2)c2ccccc2c1=O)Nc1ccccn1	20	0	-1.1	0	5	0.4	-2	5	-3
Nc1nonc1-n1nnc(C(=O)N/N=C/c2ccc(Cl)cc2Cl)c1CN1CCCCC1	3	-3	-0.5	-6	4	1.0	1	-7	8
COc1ccc(C(OCC(O)CN(C)C2CCCCC2)c2ccc(OC)cc2)cc1 (stereo not given)	-1	-6	0.7	3	5	2.5	1	6	3
COc1ccc(N2CCN(C(=O)CNS(=O)(=O)c3ccc(Br)s3)CC2)cc1	-15	2	-0.7	16	3	1.1	-3	5	5
COc1ccc(S(=O)(=O)Cc2ccc(C(=O)N3CCN(c4cc(Cl)ccc4C)CC3)o2)cc1	-7	20	-0.8	-4	0	0.9	-3	2	8
COCCCN1C(=O)c2ccc(C(=O)Nc3cccc(OC)c3)cc2C1=O	12	-3	-0.2	17	-1	0.3	-4	0	-1
Cc1ccccc1C(=O)NC(=S)NC1CCSC1=O (stereo not given)	0	-9	-0.5	-7	0	0.8	-5	19	-4
O=[N+]([O-])c1cc(CSC2=NCCN2)ccc1O	2	-4	-0.1	-2	3	1.2	-3	19	2
O=C(COC(=O)C1=NNC(=O)CC1)NCCc1ccccc1	7	-4	-0.3	0	2	1.2	-3	-8	1
COc1ccc(CNC(=O)CCCN2C(=O)NC3(CCCC3)C2=O)cc1	12	-3	-0.3	-2	-3	0.7	-2	-1	-4
O=C(NC1CCCCC1)C(c1ccc(F)cc1)N(Cc1ccco1)C(=O)CN1C(=O)c2ccccc2S1(=O)=O (stereo not given)	10	-4	-1.0	0	2	0.0	-6	2	-12
C=CCN1C(=O)C(C(C)CC)NC1=S (stereo not given)	-16	-6	-0.2	6	3	-1.6	-1	-6	7
O=C(Nc1ccccc1-c1nc2ccccc2s1)C1=COCCO1	9	16	0.8	-7	-3	0.6	-2	12	-21
CCOC(=O)c1cnc(SC)nc1Nc1cccc2ccccc12	0	23	-0.3	8	-3	-0.6	0	0	3
Cc1c(C(=O)c2ccc(F)cc2F)c2ccccn2c1CCc1ccccn1	19	0	-0.2	-16	-12	0.1	-5	2	6
COc1ccc(-c2cc(C(F)(F)F)n3nc(N)nc3n2)cc1	16	-3	0.9	-6	4	nt	-4	0	-6
Cc1c(NC(=O)/C=C/c2cn(-c3ccccc3)nc2-c2ccccc2)c(=O)n(-c2ccccc2)n1C	0	7	-1.3	8	4	0.0	-5	-6	-3
CC(Sc1nnc(Cc2cccs2)n1C)C(=O)Nc1ccc(C(N)=O)cc1 (stereo not given)	7	-4	-0.2	0	-1	-1.2	-1	-22	-8
O=C(O)CS(=O)CC(=O)NCc1cccc(C(F)(F)F)c1 (stereo not given)	1	-11	-0.5	10	-7	-0.7	-3	11	-7

Shown as labelled records: entries from further up
molecule: C=CCN1C(=O)C(C(C)CC)NC1=S (stereo not given)
  SKN-1 inh: -16	FAS TE block: -6	Tb MetRS inh: -0.2	CendR NRP1 mod: 6	MT1-MMP act inh: 3	MsrA inh: -1.6	MsrA act: -1	MLLE-PAM2 inh: -6	E coli Lon inh: 7
molecule: O=C(Nc1ccccc1-c1nc2ccccc2s1)C1=COCCO1
  SKN-1 inh: 9	FAS TE block: 16	Tb MetRS inh: 0.8	CendR NRP1 mod: -7	MT1-MMP act inh: -3	MsrA inh: 0.6	MsrA act: -2	MLLE-PAM2 inh: 12	E coli Lon inh: -21
molecule: CCOC(=O)c1cnc(SC)nc1Nc1cccc2ccccc12
  SKN-1 inh: 0	FAS TE block: 23	Tb MetRS inh: -0.3	CendR NRP1 mod: 8	MT1-MMP act inh: -3	MsrA inh: -0.6	MsrA act: 0	MLLE-PAM2 inh: 0	E coli Lon inh: 3
molecule: Cc1c(C(=O)c2ccc(F)cc2F)c2ccccn2c1CCc1ccccn1
  SKN-1 inh: 19	FAS TE block: 0	Tb MetRS inh: -0.2	CendR NRP1 mod: -16	MT1-MMP act inh: -12	MsrA inh: 0.1	MsrA act: -5	MLLE-PAM2 inh: 2	E coli Lon inh: 6

Following part.
structure	SKN-1 inh	FAS TE block	Tb MetRS inh	CendR NRP1 mod	MT1-MMP act inh	MsrA inh	MsrA act	MLLE-PAM2 inh	E coli Lon inh
CCOC(=O)Cn1c(-c2ccccc2)nc2ccccc2c1=O	-1	16	-0.9	2	-5	-0.9	-4	-4	0
O=C(NNC(=O)c1nn(-c2ccc(F)cc2)ccc1=O)c1ccc(Cl)cc1	2	1	-0.5	12	4	0.6	-3	12	1
COc1ccc(CNc2ccc3c(c2)nc(C)n3C)cc1	11	-3	-1.2	2	4	-0.1	-2	-4	-1
CCc1ccc(N(C(=O)c2csnn2)C(C(=O)NC2CCCCC2)c2ccncc2)cc1 (stereo not given)	-8	-1	-0.5	0	-4	-0.8	-3	15	5
COC(=O)c1ccc(=O)n(CC(=O)c2ccc(Cl)cc2)c1	-5	-2	-0.4	1	0	-0.8	-5	-3	-5
C=CCc1cccc(/C=N/NC(=O)C[n+]2ccccc2)c1O	4	-5	-0.4	13	-3	1.1	-1	-5	-7
CC1Cc2ccccc2N1C(=O)Cn1nnc(-c2ccccc2NC(=O)C2CCC2)n1 (stereo not given)	-2	26	-0.9	6	2	-0.4	-8	6	7
O=C(Cn1ccc([N+](=O)[O-])n1)N1CCCCCC1	4	-6	-0.6	1	4	0.3	0	-13	1
Oc1ccc(-c2cnc3c(Nc4cccc(OC(F)(F)C(F)F)c4)nccn23)cc1	18	7	-0.4	-1	-2	-0.5	-5	-11	2
Cc1cc(NS(=O)(=O)c2ccc(NC(=O)/C=C/c3ccccc3)cc2)nc(C)n1	17	-9	-0.1	10	-1	0.6	-3	12	-14
CCN(CC(=O)Nc1sc2c(c1C#N)CCCC2)Cc1nc2ccccc2c(=O)[nH]1	-11	4	-0.3	-7	-1	-0.5	-3	1	-3
CC[C@H](C)[C@@H](C(=O)N1CCNCC1)n1cc([C@@H](N)CO)nn1	11	-5	-0.3	9	2	0.1	-2	2	1
Cc1ccc(N2CC(C(=O)Nc3cc(C)on3)CC2=O)c(C)c1 (stereo not given)	16	-6	-0.1	2	-1	0.2	-3	2	1
Cc1ccccc1-n1c(=O)cc(N2CC(C)OC(C)C2)[nH]c1=O (stereo not given)	-3	-7	-0.8	-3	14	-0.7	1	8	-3
COc1cc(/C=N/Nc2ccccn2)ccc1OCC(C)C	-1	5	-0.6	3	10	1.6	-6	4	-1
CC(C)N(CCNC(=O)c1ccc(OCC2CCCO2)cc1)C(C)C (stereo not given)	10	-4	-0.3	4	0	0.5	0	3	2
CC(NC(=O)c1ccco1)c1nc(-c2ccccc2Cl)no1 (stereo not given)	5	-4	4.1	3	1	0.7	-1	6	8
C=C(C)Cn1c(=O)c(NC(=O)c2ccccc2)c2n(c1=S)CCC2	24	-1	0.0	10	-1	0.9	-3	1	2
Cc1cccnc1NC(=O)C12CCC(C)(C(=O)O1)C2(C)C (stereo not given)	-4	-4	-0.1	-6	4	-0.8	-3	-5	-8
CCCCN(Cc1ccco1)S(=O)(=O)c1ccc(-c2ccc(=O)[nH]n2)s1	5	32	-1.6	1	nt	-0.3	-12	-2	11
O=C(c1ccc(Cl)cc1)c1ccccc1C(=O)N1CCOCC1	15	-5	-0.7	-1	2	-0.2	-3	3	0
